# SMARCA2 activ: SMARCA2 function activation, primary screen; MG213 cells, MMTV-luciferase reporter, dexamethasone, overnight; activation, % at 9.1 µM; hit rate 1% among 370,000; AID 652017; in the data active means activation above about 7.8%;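 further: 0% = vehicle wells and 100% = reference activator wells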
# hcDAF12 agonist: activates DAF-12 receptor from parasite H. contortus; hit rate 1.4% among 370,000; activation, % at 6.8 µM; HEK293 hcDAF-12 lit1-tk-luc reporter, luminescence; 0% DMSO, 100% Δ7-dafachronic acid;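 active means activation above the mean of all tested compounds plus 3 SD, cut at about 5.5% in these data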;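 further: 100% = response to 3 µM Δ7-dafachronic acid high control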
# hgDAF-12 ag: agonists of H. glycines DAF-12 nuclear receptor | HEK293 GAL4-hgDAF12 UAS-luciferase reporter, agonist luminescence; normalized to butyrate control | activation, % at 6.8 µM | hit rate 1.8% among 370,000 | AID 687014;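 active means activation above a cutoff set at the mean of all screened compounds plus 3 SD, cut at about 10% in these data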;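 further: 0% = DMSO wells and 100% = sodium butyrate wells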
# NR1D1 modulator: modulators of human Rev-erb alpha DNA binding; P20393; activity, % at 10 µM; AID 1259318; Rev-erbα–FITC-DNA binding, fluorescence polarization, 90 min; hit rate 0.79% among 370,000;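 active means activity above about 14%, limit read from the data; passing the limit was not always enough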;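 further: 0% = DMSO wells with 35 nM protein and 100% = DMSO wells with 750 nM protein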
# DAX1 inh-1: inhibitors of human orphan nuclear receptor DAX1 (NR0B1); hit rate 0.99% among 340,000; inhibition, % at 6.75 µM; HEK293 Gal4-DAX1 luciferase reporter, luminescence; AID 504766; P51843;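 active means inhibition above the mean over all tested compounds plus 3 SD, cut at about 4.2% in these data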;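 further: 0% = DAX1-transfected cells with DMSO and 100% = empty-vector control cells with DMSO; inhibition shows as a rise in luminescence from relieved DAX1 repression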
# Target sequence (P51843 207-470 limits assumed): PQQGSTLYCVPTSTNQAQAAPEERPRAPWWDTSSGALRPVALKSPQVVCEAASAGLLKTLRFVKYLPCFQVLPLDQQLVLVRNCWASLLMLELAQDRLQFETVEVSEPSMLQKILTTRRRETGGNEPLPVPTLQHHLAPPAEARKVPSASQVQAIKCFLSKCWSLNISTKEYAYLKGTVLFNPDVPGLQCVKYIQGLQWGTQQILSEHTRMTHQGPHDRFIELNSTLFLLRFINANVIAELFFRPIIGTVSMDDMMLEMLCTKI
# ssDAF12 agonist: activators of S. stercoralis DAF-12 nuclear receptor. activation, % at 6.8 µM. hit rate 1% among 370,000. HEK293 ssDAF-12/GRIP1 lit1-tk-luc reporter, luminescence; % of 3 µM dafachronic acid response;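 active means activation above the mean over all tested compounds plus 3 SD, cut at about 0.9% in these data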;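 further: 0% = DMSO-only wells and 100% = 3 µM delta7-dafachronic acid wells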
# HGIII-sPLA2 inh: Blocks human group III sPLA2 activity; QFRET BODIPY PC-A2 liposome hydrolysis, fluorescence; inhibition, % at 12.2 µM; hit rate 0.56% among 370,000;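 active means inhibition above mean plus 3 SD of compounds lying within the high and low control bounds, cut at about 19% in these data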;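 further: 0% = median of test compound wells and 100% = no enzyme DMSO wells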
# Target sequence (Q9NZ20 whole entry, looked up): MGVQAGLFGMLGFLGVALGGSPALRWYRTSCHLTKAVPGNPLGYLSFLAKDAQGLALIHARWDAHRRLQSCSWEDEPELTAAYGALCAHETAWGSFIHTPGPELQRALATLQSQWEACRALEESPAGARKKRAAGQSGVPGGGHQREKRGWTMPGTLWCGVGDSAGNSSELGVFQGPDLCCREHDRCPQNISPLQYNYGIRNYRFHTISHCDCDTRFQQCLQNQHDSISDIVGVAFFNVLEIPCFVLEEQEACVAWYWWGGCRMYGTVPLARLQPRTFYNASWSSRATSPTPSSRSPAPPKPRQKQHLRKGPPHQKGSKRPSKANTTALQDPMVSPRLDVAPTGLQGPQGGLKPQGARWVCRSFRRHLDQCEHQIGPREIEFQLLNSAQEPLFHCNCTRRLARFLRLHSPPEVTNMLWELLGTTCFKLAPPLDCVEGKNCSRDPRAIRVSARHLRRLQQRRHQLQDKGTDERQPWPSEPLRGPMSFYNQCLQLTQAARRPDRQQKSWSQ
# DAX1 inh-2: DAX1 (NR0B1) inhibition, primary screen | HEK293T StAR-luciferase reporter, SF-1/DAX-1 repression relief | inhibition, % at 6.8 µM | hit rate 1.1% among 370,000 | AID 652010;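 active means inhibition above the mean over all tested compounds plus 3 SD, cut at about 3.6% in these data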;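 further: 0% = DAX-1 cells with DMSO and 100% = cells lacking DAX-1 with DMSO; higher inhibition means more luminescence from relief of DAX-1 repression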
# PLCb3 inh: blocks human PLC-beta3 enzyme activity. inhibition, % at 12.2 µM. hit rate 0.18% among 370,000. Q01970. Purified PLC-beta3, fluorogenic substrate, fluorescence; in the data active means inhibition above about 11%;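 further: 0% = median of compound wells on plate and 100% = full blocker control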
# FXN GAA850 act: activators of GAA850 frataxin (FXN) promoter | hit rate 0.56% among 360,000 | HEK293 lucGAA850 FXN promoter luciferase reporter, 24 h; percent of 10 µM SAHA response | activation, % at 6 µM | AID 540364;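 active means activation above the average of all compounds screened plus 3 SD, cutoff fixed separately per campaign, cut at about 7.5% in these data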;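 further: 0% = DMSO wells and 100% = 10 µM SAHA wells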
# PG9 Ab binder: binds the HIV-1 gp120 antibody PG9; inhibition, % at 6.7 µM; hit rate 0.43% among 360,000; TR-FRET gp120-PG9 antibody binding; in the data active means inhibition above about 8.5%
# * = called active by the depositor; · = not tested or not shown.
SMILES,SMARCA2 activ,hcDAF12 agonist,hgDAF-12 ag,NR1D1 modulator,DAX1 inh-1,ssDAF12 agonist,HGIII-sPLA2 inh,DAX1 inh-2,PLCb3 inh,FXN GAA850 act,PG9 Ab binder
O=C(NCCS(=O)(=O)N1CCN(c2cccc(Cl)c2)CC1)c1ccco1,1,0.2,-0.9,0,-0.9,-1.2,-13,1.8,-4,-2.1,-1.3
CCOC(=O)c1sc2ncn(CC(=O)N(CC)CC)c(=O)c2c1C,0,-2.1,-0.6,2,-1.1,-1.7,1,0.4,0,-0.8,-0.1
Cc1cccc(C)c1NC(=O)c1csc(COCCO)n1,0,-2.1,-1.5,-2,·,-0.9,10,1.7,4,0.0,0.1
O=C(CN(c1ccccc1Cl)S(=O)(=O)c1ccccc1)N/N=C/c1ccccc1C(=O)O,-4,1.0,0.5,-1,1.8,-1.6,-34,-0.2,-2,0.4,0.3
CCNC(=O)CNC(=O)c1nn(Cc2ccccc2)c(=O)c2ccccc12,-1,-0.8,0.5,11,-0.5,-0.6,3,0.1,-1,0.4,-1.5
O=S(=O)(c1ccc(Cl)cc1)N1CCC(c2nc3ccccc3[nH]2)CC1,-5,0.5,-1.1,-1,0.6,-1.4,-11,-0.7,-11,-2.7,0.4
Cc1cc(OCC(=O)Nc2ccccn2)c2c(C)cc(=O)oc2c1,-1,1.8,0.8,11,0.7,-1.2,3,-0.5,-50,2.5,-3.1
O=C(CN(C(=O)c1csnn1)c1cccc(C(F)(F)F)c1)NCCc1ccccc1,-3,-0.8,-1.8,-5,0.2,-0.9,-2,-0.1,-3,0.3,-2.0
CC(NC(=O)CN1C(=O)NC2(CCCC2)C1=O)c1ccc2ccccc2c1 (configuration not stated),3,0.3,-1.5,-6,1.2,-1.4,-3,-1.1,-2,2.3,1.6
CC(=O)c1nn(-c2ccc(Cl)cc2)cc1C(=O)c1ccccc1,-3,-1.6,-0.1,0,0.2,-1.9,-3,-0.3,-1,0.6,-2.2
Cc1cc(C=O)c(C)n1-c1sc2c(c1C(=O)O)CCCC2,-2,-0.1,-1.9,3,0.4,-0.3,-3,0.0,0,2.5,-0.2
CCCCCC(=O)NC(=S)Nc1cccc(-c2nc3ncccc3o2)c1,-2,-0.3,1.3,10,·,-1.4,8,-0.4,-3,1.8,0.8
COc1ccc(-c2noc(C3CCCN(C(=O)c4c(F)cccc4F)C3)n2)cc1OC (configuration not stated),1,-2.1,3.6,-1,0.5,-1.5,0,-0.4,-8,3.3,-3.4
COc1ccc(S(=O)(=O)N2CCCCCC2)cc1C(=O)N1CCN(c2ccccc2C)CC1,-4,-2.0,-3.6,-6,0.7,-1.8,0,-1.4,-7,1.7,0.5
Cc1ccc(N2CCN(S(=O)(=O)c3ccc(F)c(C)c3)CC2)c(C)c1,2,-1.1,0.2,1,0.7,-1.1,-2,-0.2,-3,0.2,-3.5
COC(=O)c1ccc(S(=O)(=O)N2CCCN(Cc3ccccc3)CC2)n1C,-4,-2.0,-2.5,-3,-2.6,-2.5,4,-0.4,-8,-1.3,-0.1
Cc1ccc(OCCCCCN2CCOCC2)cc1,1,-0.8,1.3,0,2.6,-1.7,0,0.2,-6,0.5,0.5
Cc1cc(C)cc(C(=O)OCCCN(C)C2CN(Cc3cn(Cc4ccc([N+](=O)[O-])cc4)nn3)S(=O)(=O)C2)c1 (configuration not stated),-2,-2.5,0.5,2,·,-2.3,-13,-2.5,0,·,·
CC(=O)Nc1cccc(-c2cc3c(c4c2ccn4C)C2CCC3O2)c1 (configuration not stated),-2,2.3,-0.9,-8,·,-1.6,-1,-0.6,-69,·,1.0
CCOc1ccc(CN(C)C(=O)c2ccc(=O)[nH]c2)cc1,-1,0.8,-1.8,6,3.8,-0.8,1,-0.5,2,2.0,-0.9
O=c1c2ccccc2n(CC(O)CN2CCCCC2)c2ccccc12 (configuration not stated),9.4*,-1.1,1.5,8,·,-0.7,-3,0.6,-258,1.3,-2.5
COc1ccc(CN(C)C(=O)C2CSC3(C)CCC(=O)N23)cc1 (configuration not stated),-1,-0.3,-2.3,-3,0.4,-0.4,3,1.6,-8,0.9,-1.1
CSc1snc(SCC(N)=O)c1C#N,-1,-1.2,12*,0,-0.1,-1.5,4,0.0,3,2.6,0.2
CC1(C)Cc2nc(NCCCO)c(C#N)cc2CO1,1,-0.4,0.2,-1,-0.3,-1.0,5,0.3,-213,0.9,0.3
CCCC(=O)Nc1cc(OC)c(OC)cc1C(=O)O,-1,-0.1,0.5,-1,1.5,-0.9,2,0.2,0,-1.8,-1.2

# A different layout for some results above:
# Values run as follows: SMARCA2 activ | hcDAF12 agonist | hgDAF-12 ag | NR1D1 modulator | DAX1 inh-1 | ssDAF12 agonist | HGIII-sPLA2 inh | DAX1 inh-2 | PLCb3 inh | FXN GAA850 act | PG9 Ab binder
> CCNC(=O)CNC(=O)c1nn(Cc2ccccc2)c(=O)c2ccccc12
  -1 | -0.8 | 0.5 | 11 | -0.5 | -0.6 | 3 | 0.1 | -1 | 0.4 | -1.5
> Cc1ccc(N2CCN(S(=O)(=O)c3ccc(F)c(C)c3)CC2)c(C)c1
  2 | -1.1 | 0.2 | 1 | 0.7 | -1.1 | -2 | -0.2 | -3 | 0.2 | -3.5
> CCOc1ccc(CN(C)C(=O)c2ccc(=O)[nH]c2)cc1
  -1 | 0.8 | -1.8 | 6 | 3.8 | -0.8 | 1 | -0.5 | 2 | 2.0 | -0.9

# (continued)
SMILES,SMARCA2 activ,hcDAF12 agonist,hgDAF-12 ag,NR1D1 modulator,DAX1 inh-1,ssDAF12 agonist,HGIII-sPLA2 inh,DAX1 inh-2,PLCb3 inh,FXN GAA850 act,PG9 Ab binder
O=C(Nc1ccncc1)c1cccc2ccccc12,-3,-1.6,-0.9,2,-1.2,-2.1,9,-0.4,-10,1.1,0.6
CC(=O)N1CCc2cc(S(=O)(=O)NC(C(=O)N3CCN(c4ccccc4F)CC3)C(C)C)ccc21 (configuration not stated),-1,-0.4,-0.4,2,0.5,-1.1,-3,-0.6,4,1.4,1.4
CN(Cc1ccccc1)c1cc(Cl)nc(N)n1,-2,-1.9,4.9,-1,-1.4,-1.5,0,-1.1,-7,1.8,-0.7
CC1CN(CC(=O)NCc2ccc(F)cc2)CC(C)O1 (configuration not stated),-1,-0.6,-0.9,-8,3.5,-1.5,4,0.1,-6,0.0,1.3
Cc1ccc(-n2c(C)cc(C(=O)COC(=O)c3c(C)noc3C)c2C)cc1,-2,0.3,2.8,1,-1.3,-1.4,1,-1.7,-7,2.6,-0.2
CCOC(=O)N1CCN(CC(=O)N2c3ccccc3Sc3ccccc32)CC1,-1,-0.5,-3.1,1,1.0,-1.3,-13,0.3,-3,-1.4,-2.3
CC1(c2ccccc2)NC(=O)N(CC(=O)Nc2ccccc2N2CCCC2)C1=O (configuration not stated),-3,-0.9,4.2,10,1.2,-0.6,1,2.5,-4,3.0,-3.4
O=C(COC(=O)c1ccc[nH]c1=O)NCCCc1ccccc1,0,-0.3,-2.7,-4,-0.3,-1.1,15,1.0,-4,0.4,-0.5
CSc1c[n+]2c(n1C)CCC2,5,0.4,1.7,-2,-0.5,-0.9,0,0.0,2,1.0,0.3
COc1cccc2cc(-c3cn4cccc(C)c4n3)c(=O)oc12,5,0.4,8.6,-7,-0.3,0.0,-1,1.2,-32,3.1,-1.1
COc1ccc(OC)c(CNC(=O)C2CCN(S(=O)(=O)N3CCC(C)CC3)CC2)c1,-1,4.0,-1.9,6,0.3,-1.0,1,-0.2,-4,-1.0,0.6
CCCCOc1ccc(C(=O)OC2CC(C)N(C)CC2C)cc1 (configuration not stated),-4,-1.3,-2.1,3,0.9,-0.7,7,0.2,-4,-0.2,0.6
O=C(O)CCc1ccc(-c2cccs2)n1CC1CCCO1 (configuration not stated),-2,0.0,1.5,5,-0.6,-1.6,-3,-1.0,-134,2.4,-3.0
COc1ccc(C(=O)Nc2ccc(N3CCCC3)cc2)cc1Br,2,-2.1,0.1,-2,-0.6,-1.1,15,0.6,-16,1.0,-3.2
Cc1onc(-c2ccccc2)c1C(=O)NNC(=S)NC(=O)/C=C/c1cccs1,0,0.3,3.4,-1,0.5,-1.5,7,0.2,-6,-1.1,-2.4
COc1ccc(C(CNC(=O)C(CCSC)NC(=O)c2ccccc2OC)N2CCCCC2)cc1 (configuration not stated),2,2.0,-2.6,6,-0.5,-0.9,-9,-0.9,-7,-2.1,-1.9
Cc1cccc(NC(=O)Nc2nc3ncccn3c2-c2ccc(F)cc2)c1,-2,-0.9,-1.5,5,·,-0.2,-2,-1.2,-368,·,·
O=C(COC(=O)c1ccc2c(c1)OCO2)NC1CCCCC1,-1,0.6,1.3,5,-1.3,-1.3,-1,-0.6,-4,-0.5,-0.6
O=C(Nc1cnc2ccccn2c1=O)c1ccc(Cl)cc1Cl,9.0*,5.4,16*,-3,-0.1,0.2,-3,4.4*,-1,-5.2,-1.5
CC1CCN(S(=O)(=O)N2CCC(C(=O)NCc3ccc4c(c3)OCO4)CC2)CC1,3,-1.6,-4.9,2,-0.6,-0.9,12,-0.1,0,1.2,1.7
Cc1ccc(SCCNC(=O)c2ccc(C)c(S(=O)(=O)Nc3cccc(C)c3)c2)cc1,-1,-2.6,-2.2,7,-1.1,-2.2,-62,-1.7,1,-2.3,-0.3
Cc1cccc(NC(=O)Cn2cc([N+](=O)[O-])cn2)n1,-1,-0.9,1.1,-5,0.2,-0.9,7,-0.4,0,-0.2,-0.1
CS(=O)(=O)N1CCc2cc(S(=O)(=O)N3CCN(Cc4ccc5c(c4)OCO5)CC3)ccc21,-6,-2.5,-2.7,0,-0.6,-1.4,-11,-0.3,-1,-1.4,2.0
C/C(Cl)=C/CSc1nnc2n(N)c(=O)c3ccccc3n12,-3,-1.3,-2.5,4,0.2,-1.5,4,0.6,-1,0.3,-1.7
CC1CN(C(=S)NC(=O)c2ccccc2)CC(C)O1 (configuration not stated),-1,-0.7,-1.5,-5,0.1,-1.2,-1,0.7,-4,-1.9,-1.6
CCCCOCCCNC(=O)C[C@H]1C[C@@]2(C(=O)OC)C(=C[C@H](C3CCCC3)O[C@@H]2C)N(Cc2cccc3ccccc23)C1=O,-3,-0.8,-0.4,8,·,-0.9,-12,-0.3,5,·,·
Cc1cc(C)cc(OCC(=O)NNC(=O)CN2C(=O)c3ccccc3C2=O)c1,1,-2.8,-0.9,-2,-1.3,-1.1,-14,0.1,2,2.2,-0.3
C=C(C)Cn1c(SCC(=O)NN=Cc2c(O)ccc3ccccc23)nnc1-c1ccc(Br)cc1,-6,-3.5,1.1,1,·,-2.0,5,-5.4,-9,·,·

# Record cards (already shown). Order of values: SMARCA2 activ	hcDAF12 agonist	hgDAF-12 ag	NR1D1 modulator	DAX1 inh-1	ssDAF12 agonist	HGIII-sPLA2 inh	DAX1 inh-2	PLCb3 inh	FXN GAA850 act	PG9 Ab binder
# Cc1cccc(NC(=O)Nc2nc3ncccn3c2-c2ccc(F)cc2)c1 across the screens: -2	-0.9	-1.5	5	·	-0.2	-2	-1.2	-368	·	·
# O=C(CN(c1ccccc1Cl)S(=O)(=O)c1ccccc1)N/N=C/c1ccccc1C(=O)O across the screens: -4	1.0	0.5	-1	1.8	-1.6	-34	-0.2	-2	0.4	0.3
# Cc1cccc(NC(=O)Cn2cc([N+](=O)[O-])cn2)n1 across the screens: -1	-0.9	1.1	-5	0.2	-0.9	7	-0.4	0	-0.2	-0.1

# Assay outcomes as filed in PubChem BioAssay.
